# procasp7 counter: procaspase-7 activators, primary screen, counter-screen for procaspase-3 activator project, biochemical, absorbance, HTS, human | Caspase-7 (Homo sapiens), P55210 | recombinant procaspase-7, Ac-DEVD-pNA absorbance 405 nm; D23A/D198A/D206A triple mutant, cannot self-cleave; scale: DMSO 0, 5 µM enzyme 100 | activation, % at 8.5 µM | hit rate 0.093% among 330,000 | AID 463210, 2010;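 active means percent activation above the screen-wide mean plus 3 SD, cut at about 25% in these data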
# Target sequence (P55210 whole entry D23A/D198A/D206A): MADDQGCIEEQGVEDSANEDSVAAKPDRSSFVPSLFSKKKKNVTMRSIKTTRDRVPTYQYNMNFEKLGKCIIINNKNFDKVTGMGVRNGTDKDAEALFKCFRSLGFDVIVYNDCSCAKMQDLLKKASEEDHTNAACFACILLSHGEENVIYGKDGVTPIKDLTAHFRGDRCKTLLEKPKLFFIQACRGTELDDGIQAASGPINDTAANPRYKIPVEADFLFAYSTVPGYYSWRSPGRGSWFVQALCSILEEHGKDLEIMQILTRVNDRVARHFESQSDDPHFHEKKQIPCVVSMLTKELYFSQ
#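 System: Procaspase-7 triple mutant (PC-7 D3A); measure: % activation from two-timepoint absorbance difference, scaled to controls; times: 1 h compound preincubation, 2 h substrate cleavage, 25 °C; also added: Ac-DEVD-pNA substrate, 400 µM as added; measured by: Epi-absorbance of released pNA at 405 nm, two timepoints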
# AHR activator: AHR activators, primary screen, cell-based, luminescence, luciferase reporter, human; hit rate 2.5% among 320,000; AHR-responsive luciferase reporter cells; Aryl hydrocarbon receptor (Homo sapiens), P35869; activation, % at 5 µM; in the data active means activation above about 47%;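 further: 0% = vehicle wells and 100% = reference agonist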
# proCasp3 act: activators of human procaspase-3 D3A mutant, primary screen, biochemical, absorbance, PC-3 D3A mutant, single concentration | Caspase-3 (Homo sapiens), P42574 | recombinant procaspase-3 D3A, Ac-DEVD-pNA absorbance 405 nm | activation, % at 8.5 µM | hit rate 0.11% among 330,000;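 active means activation above the mean of all tested compounds plus 3 SD, cut at about 21% in these data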;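 further: 0% = DMSO alone and 100% = DMSO wells spiked with extra 5 µM PC-3 D3A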
# Target sequence (P42574 whole entry D9A/D28A/D175A): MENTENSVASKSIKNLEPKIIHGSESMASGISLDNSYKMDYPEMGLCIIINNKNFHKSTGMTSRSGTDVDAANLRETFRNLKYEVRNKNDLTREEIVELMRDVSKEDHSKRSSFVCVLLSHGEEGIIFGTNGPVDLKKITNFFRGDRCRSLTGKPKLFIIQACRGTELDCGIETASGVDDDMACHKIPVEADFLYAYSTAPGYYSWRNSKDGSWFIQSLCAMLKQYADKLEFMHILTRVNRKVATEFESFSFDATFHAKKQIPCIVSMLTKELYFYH
#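 Assay system: Procaspase-3 D3A mutant, all three cleavage aspartates alanine. Buffer or medium: Zinc-free HEPES saline buffer with Triton X-100. Times: 1 h compound preincubation, 2 h substrate hydrolysis at 25 °C. Measured by: 405 nm absorbance of p-nitroaniline, reads at 0 and 120 min. Read-out basis: percent activation relative to control range. Replicates: singlicate.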
# RPL19A TOR yeast: RPL19A-GFP expression modulators in yeast, primary screen, cell-based, S. cerevisiae, multiplex flow cytometry, MLPCN. S. cerevisiae RPL19A-GFP strain, 3 h; active compounds read low. percent response vs DMSO, % at 10 µM. hit rate 0.3% among 330,000. AID 2025, 2009;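 active means percent response vs DMSO below 50%; inconclusive means fewer than 70 events counted for the yeast strain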;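 further: median channel GFP fluorescence of the barcoded RPL19A-GFP strain; ratio of sample median GFP to plate DMSO average so 100% = DMSO; lower means less RPL19A-GFP as with rapamycin TOR inhibition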
# GASC-1 inh: inhibitors of GASC-1 histone demethylase, primary screen, biochemical, fluorescence, DELFIA europium; GST-JMJD2C(1-420) H3K9me3 demethylation; inhibition, % at 2.35 µM; Lysine-specific demethylase 4C (Homo sapiens), Q9H3R0; hit rate 0.069% among 330,000;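 active means more than half of a compound's replicate wells show inhibition beyond 50%, single wells judged on their own value; inconclusive means some, but no more than half, of replicates pass 50% inhibition; inactive means no replicate passes 50% inhibition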;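 further: signal counts dimethyl H3K9 product captured on neutravidin plate; 0% = median of DMSO wells and 100% = 0.3 times that DMSO median; strong numbers were not always called active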
# Target sequence (Q9H3R0 1-420 limits assumed): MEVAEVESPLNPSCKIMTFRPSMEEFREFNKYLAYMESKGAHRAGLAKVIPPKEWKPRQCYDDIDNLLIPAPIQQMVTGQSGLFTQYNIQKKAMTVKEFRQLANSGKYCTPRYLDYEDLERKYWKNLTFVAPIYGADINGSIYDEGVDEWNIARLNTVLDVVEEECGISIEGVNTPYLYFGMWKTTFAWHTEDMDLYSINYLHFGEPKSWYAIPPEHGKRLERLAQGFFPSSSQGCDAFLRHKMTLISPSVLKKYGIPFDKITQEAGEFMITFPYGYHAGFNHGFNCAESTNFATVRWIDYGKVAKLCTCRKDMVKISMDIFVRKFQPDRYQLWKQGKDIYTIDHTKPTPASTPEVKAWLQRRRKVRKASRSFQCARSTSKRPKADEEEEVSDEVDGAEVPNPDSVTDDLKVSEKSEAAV
# MEP2 TOR yeast: modulators of MEP2-GFP levels in yeast, primary screen, S. cerevisiae, multiplex flow cytometry, MLPCN library. S. cerevisiae MEP2-GFP strain, 3 h; 100% = DMSO control level. GFP response vs DMSO, % at 10 µM. hit rate 0.51% among 330,000;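 active means GFP response versus DMSO above a set limit, roughly screen mean plus 3 SD, cut at about 180% in these data; inconclusive means fewer than 70 cells counted for a yeast strain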;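 further: median GFP fluorescence of the barcode-gated MEP2-GFP cells per well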
# CR mimetic SO: reduction of superoxide in aged yeast, primary screen, HTS; hit rate 0.18% among 330,000; S. cerevisiae aged cells, superoxide DHE fluorescence; active compounds read low; superoxide response (% of plate mean), % at 10 µM;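 active means superoxide response under a set limit, about three screen SD below normal, cut at about 65% in these data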;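 further: yeast aged for seven days with compound at 30 °C before DHE staining; 100% = average MFI of all compound-treated wells on the plate with controls excluded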
# LAP4-GFP MLPCN: modulators of LAP4-GFP expression in yeast, primary screen, S. cerevisiae, multiplex flow cytometry, MLPCN library; 3 h; median GFP as percent of DMSO wells; AID 2023, 2009; hit rate 0.34% among 320,000; GFP response vs DMSO, % at 10 µM;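 active means GFP response vs DMSO above a set limit, about the screen mean plus 3 SD, cut at about 150% in these data; inconclusive means under 70 cell events counted for the yeast strain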
# * = called active by the depositor; ? = inconclusive; . = not tested or not shown; [ ] = another dose, or the depositor's remark.
canonical_smiles,RPL19A TOR yeast,AHR activator,MEP2 TOR yeast,LAP4-GFP MLPCN,CR mimetic SO,procasp7 counter,GASC-1 inh,proCasp3 act
NC1=NCC(O)=C1c1nc2ccccc2[nH]1,107,-9,103,103,89,4,1,-2
CCOc1cc(N2CCOCC2)c(OCC)cc1NC(=O)CN1CCSC1=O,99,1,101,98,112,9,-2,-2
Nc1ncnc2c1ncn2[C@@H]1O[C@H](CN2CCCS2(=O)=O)[C@@H](O)[C@H]1O,92,-2,85,89,96,-5,10,5
CCn1cc([N+](=O)[O-])c(C(=O)N2N=C(c3ccc(Cl)c(Cl)c3)CC2c2ccccc2O)n1 (stereo unspecified),103,16,108,104,99,1,17,2
COc1cc(NC(=O)CSc2nc3cc(C)ccc3cc2C)c(C(=O)O)cc1OC,103,6,108,95,97,-22,7,-3
Cc1cc(C)n2nc(CC(=O)NCc3ccccc3Cl)nc2n1,103,12,80,91,108,-6,0,3
Cc1noc(C(=O)NC2CCCCC2)c1Cl,96,2,88,109,108,2,-5,3
Cc1ccc(S(=O)(=O)NCCC(=O)Nc2ccc3c(c2)OCO3)cc1,100,25,108,103,116,-5,1,-3
COc1ccc(NC(=O)c2ccc(NC(=O)CSc3nc(N)cc(=O)[nH]3)cc2)cc1,99,1,106,102,113,0,12,5
CN(C(=O)COC(=O)c1ccc2c(c1)OCO2)C1CCCCC1,103,0,98,93,84,-4,-3,6
O=C(O)C1CCCCC1C(=O)Nc1ccccn1 (stereo unspecified),94,-2,93,.,106,3,25,4
O=C(Cn1cc(C(F)(F)F)ccc1=O)N/N=C/c1ccc(O)cc1,102,0,106,99,95,-6,4,13
Nc1nc(SCc2ccccc2Cl)ns1,98,1,108,111,119,4,-4,7
CCOC(=O)c1ncn2c1C(=O)OC2(C)C,106,-2,106,92,119,7,7,3
COc1cc(S(=O)(=O)N2CCOCC2)cc(C(=O)NCC(c2cccs2)N2CCOCC2)c1OC (stereo unspecified),106,-1,105,103,112,-5,-6,4
NC(=O)CC(NC(=O)c1ccccc1)c1ccc(NC2CCCCCCC2)c([N+](=O)[O-])c1 (stereo unspecified),102,1,112,101,111,9,8,3
O=C(NNC(=S)Nc1ccccc1)c1ccncc1,101,2,102,98,109,3,-4,-5
O=c1cc(-c2ccccc2)[nH]c2ccc(F)cc12,107,58*,102,105,100,-3,-8,-2
O=C(NCCCN1CCOCC1)C(=O)NCC1OCCN1S(=O)(=O)c1cc(F)ccc1F (stereo unspecified),102,1,98,101,96,5,22,2
O=C(NNC(=S)Nc1ccccc1)Nc1ccccc1,91,10,93,96,95,-23,0,-17
Cc1ccc(S(=O)(=O)Nc2ccc(Cl)cc2C(=O)c2ccccc2)cc1,104,2,103,93,94,-8,-8,-3
CCN1CCN(S(=O)(=O)c2ccc(OC)c(NC(=O)c3ccccc3F)c2)CC1,92,1,93,95,96,-1,35,4
O=C(NCCNc1nccc(C(F)(F)F)n1)c1cccs1,92,-3,91,102,102,10,1,16
CCC(C)(C)NC(=O)C(c1ccc(C)o1)N(Cc1ccc2c(c1)OCO2)C(=O)c1snc(C(N)=O)c1N (stereo unspecified),94,0,97,87,92,3,-12,-3
COCCNC(=O)Cn1cnc2sc(C)c(S(=O)(=O)N3CCC(C)CC3)c2c1=O,105,-1,105,95,91,7,-6,6
COc1cccc(/C=N/Nc2cc(C)nc(-c3ccccc3O)n2)c1O,96,29,98,100,109,11,.,0
CCCn1nc(C(=O)OCC(=O)Nc2ccc(C)cc2)c2ccccc2c1=O,99,2,97,98,80,-1,2,1
COc1ccccc1C(=O)NC(=O)CSc1nnnn1C,97,2,99,99,104,-11,-10,3
COc1ccc(Cl)cc1NC(=O)NCCCl,100,10,107,101,102,4,-13,0
Cc1ccc(S(=O)(=O)n2ccc3c(OCCOCCNCc4ccc(F)cc4)cccc32)cc1,101,0,102,95,117,7,6,3
CN(C)c1ccc(/C=C2\CCC/C(=C\c3ccccc3)C2=O)cc1,100,0,100,115,109,-10,4,-19
O=[N+]([O-])c1cccc(-c2nnc3ccccn23)c1,98,0,96,103,109,2,-1,3
COc1ccccc1NC(=O)CN1CCN(c2ccccc2F)CC1,98,6,96,98,98,0,-2,-7
COc1ccc(CCc2nc(-c3ccc(-n4cccc4)cc3)no2)cc1,99,-2,93,102,103,2,2,1
COc1cc(CNn2cnnc2)ccc1OCC(=O)NC1CCCCC1,98,0,101,100,109,-1,1,7
COc1ccc2nc(NC(=O)CCn3cccc3)sc2c1,91,6,101,94,87,9,-3,-5
O=C(/C=C/c1ccc2c(c1)OCO2)NCc1ccco1,99,40,101,94,120,-3,6,-1
CSCCC1NC(=O)N(CC(=O)Nc2ccc3c(c2)OCCO3)C1=O (stereo unspecified),97,0,103,98,117,7,9,9
CN1c2ccccc2-c2nc3ccccc3n2C1c1ccccn1 (stereo unspecified),92[may fluoresce violet],45,?,80[may fluoresce violet],100,12,23,1
CCC(C)(C)NC(=O)Cc1ccc(C)cc1,107,1,110,112,99,6,-4,-2
CCOC(=O)c1cc2c(=O)c3cc(C)ccc3oc2nc1C,103,0,105,95,89,-2,-1,3
CCc1nnc(NC(=O)C2(C)COC(c3ccc(OC)cc3)OC2)s1 (stereo unspecified),104,-1,109,109,114,10,-1,-9
CC(C)CN(CC(C)C)S(=O)(=O)N1CCC(C(=O)NCc2ccc3c(c2)OCO3)CC1,96,-1,107,122,109,8,-8,5
CCCCn1c(N)c(N(CCC(C)C)C(=O)COC(=O)c2ccco2)c(=O)[nH]c1=O,103,3,101,104,101,1,-16,4
CN(C(=O)c1cc2n(n1)C(C(F)(F)F)CC(c1ccco1)N2)c1ccc(OC(F)(F)F)cc1 (stereo unspecified),97,2,97,99,82,-4,4,-2
CCCCn1c(CCn2nc(C)c(Br)c2C)n[nH]c1=S,100,1,106,105,91,-9,7,3
CC(NC(=O)CCn1ccc2cc(S(=O)(=O)N3CCCC3)ccc21)c1ccccc1 (stereo unspecified),96,2,100,95,92,-12,6,-6
CCOC(=O)N1CCN(C(=O)Cn2nc(C)c3sc4ccccc4c3c2=O)CC1,106,1,105,102,91,-6,8,0
C=CC(=O)NC(NC(=O)C=C)c1ccccc1F,96,1,99,106,98,-2,-9,2
COc1ccc(OCC(=O)Nc2cc3c(cc2C(=O)O)OCCCO3)cc1,93,-2,96,86,165,-4,25,3
CCc1cccc(CC)c1-n1c(SCC(=O)N2CCc3ccccc3C2)nnc1-c1cccnc1,105,-1,102,94,103,4,2,-11
O=C(Nc1ccc2c(c1)OCO2)c1ccc(N2CCCC2)c([N+](=O)[O-])c1,99,-8,99,110,89,-2,-12,-9
O=C(O)C1=C[C@@H](c2csc3ccccc23)C[C@@H](OCc2ccc(CO)cc2)O1,101,3,105,95,101,-7,-2,-4
CC(C)C(C(=O)NC1CCCCC1)N(CC1CCCO1)C(=O)CNS(=O)(=O)c1ccc(F)cc1 (stereo unspecified),103,-1,102,96,104,3,-4,3
O=C(Nc1ccc(Nc2ccccc2)cc1)C1CC1,95,-2,122,116,78,-4,-1,-5
CCC(CC)c1ncc[nH]1,102,-1,104,88,93,2,115,-4
CC(=O)c1ccc(N2CCN(S(=O)(=O)c3ccc4ccccc4c3)CC2)cc1,100,-1,105,108,116,-2,6,6
Cc1cc(C)n2nc(C(=O)NCC(=O)Nc3ccc(F)c(F)c3)nc2n1,96,0,94,96,95,2,33,4
OCC[C@@H]1C[C@H](O)[C@@H](O)[C@]2(Cc3ccccc3CO2)O1,98,-1,104,94,105,-6,-17,3
CCOc1ccc(S(=O)(=O)NCCC(=O)N2CCCC(C)C2)cc1 (stereo unspecified),96,1,92,107,97,4,2,6

# Exported with values under each structure: entries from further up.
# Results follow in this order: RPL19A TOR yeast, AHR activator, MEP2 TOR yeast, LAP4-GFP MLPCN, CR mimetic SO, procasp7 counter, GASC-1 inh, proCasp3 act
> CCCn1nc(C(=O)OCC(=O)Nc2ccc(C)cc2)c2ccccc2c1=O
→ 99, 2, 97, 98, 80, -1, 2, 1
> COc1ccccc1C(=O)NC(=O)CSc1nnnn1C
→ 97, 2, 99, 99, 104, -11, -10, 3

# Following part
canonical_smiles,RPL19A TOR yeast,AHR activator,MEP2 TOR yeast,LAP4-GFP MLPCN,CR mimetic SO,procasp7 counter,GASC-1 inh,proCasp3 act
CC(NS(=O)(=O)c1ccc2c(c1)OCCCO2)C(=O)O (stereo unspecified),.,-3,.,.,108,13,1,-1
COc1ccc(C(=O)CSc2nn3c(=O)c(C(C)(C)C)nnc3s2)cc1,100,1,102,108,99,-1,-1,-7
Cc1cc(NC(=O)c2ccc3c(c2)C(=O)N(CC(C)C)C3=O)no1,99,2,100,104,98,-10,11,2
CCC(=O)N(CCc1ccccc1)Cc1cc2ccc(OC)cc2[nH]c1=O,95,6,95,86,100,4,-8,4
Cn1ccsc1=NC(=O)c1ccc([N+](=O)[O-])o1,102[may fluoresce violet],-10,241*[may fluoresce violet],142[may fluoresce violet],102,10,2,2
CCCC(=O)Nc1cc(=O)n(C)c(=O)n1C,97,3,103,104,94,10,-6,16
COCCCNC(=O)CSC1=Nc2ccccc2C2=NC(c3ccccc3)C(=O)N12 (stereo unspecified),99,7,100,112,84,-1,6,2
Cc1ccccc1N=Nc1c(C)[nH]n(C(N)=S)c1=O,100,30,97,92,85,-2,-1,-4
Cc1ccc(C(=O)O/N=C2\CCS(=O)(=O)c3sccc32)cc1,96,3,98,99,101,8,1,5
Cc1cc(-c2ccc([N+](=O)[O-])cc2)nc2ccccc12,96,19,100,100,107,7,0,0
CC(C)N1C(=S)N(Cc2ccco2)C(=O)C1CC(=O)Nc1ccccc1 (stereo unspecified),91,5,94,101,117,12,3,-5
Cc1ccccc1-n1c(Cn2c(=O)sc3ccccc32)nnc1SCC(=O)N1CCOCC1,104,0,111,110,86,-6,6,10
COC(CNC(=O)CNC(=S)N(Cc1ccccc1)Cc1cccs1)OC,106,2,99,96,94,4,-10,1
COc1ccc(CNc2ccc(S(N)(=O)=O)cc2)c(OC)c1OC,99,-2,98,96,93,8,0,1
Cc1ccc(NC(=O)c2cc(C)nn2-c2ccccc2)cc1,99,18,102,103,94,-3,3,8
CCOC(=O)C1(CCOC)CCN(C(=O)Cc2ccsc2)CC1,107,-2,105,98,106,2,-33,3
COC(=O)c1cccc(NC(=O)CCN2C(=O)C3CC=CCC3C2=O)c1 (stereo unspecified),105,-1,101,101,102,2,9,9
